aSyn rescue = alpha-synuclein toxicity inhibition in yeast | Yeast expressing alpha-synuclein, growth rescue, BacTiter-Glo, 24 h | AID 652106 | 370,000 compounds, 0.14% hits | Potency, µM (series often up to 46.1 µM), inactives show at the highest dose growth rescue (activation), hits mostly activators; further: potency means the concentration at half of the fitted maximal effect; % of control where 0% means no effect; nearly all actives have a fitted effect of over 65% in size
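Screening used galactose-induced yeast with toxic alpha-synuclein levels, exposed to compound for 24 hr at 30 deg C. Cell growth, read with BacTiter-Glo luminescence, gave the measured signal.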
TDP-43 yeast inh = rescues yeast growth from TDP-43 toxicity. TDP-43 expressing yeast growth rescue, BacTiter-Glo, 24 h. 410,000 compounds, 1.8% hits. Potency, µM (titrated, usually from 46.1 µM), without a hit: top-dose growth rescue (activation), hits mostly activators; further: potency means the concentration at half of the fitted maximal effect; % of control where 0% means no effect; nearly all actives have a fitted effect of over 50% in size
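Growth rescue of TDP-43-toxic yeast measured as ATP luminescence (BacTiter-Glo). Cells grown to mid-log in raffinose, induced in galactose at OD600=0.02, exposed to compound 24 hr at 30 deg C.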
FUS yeast rescue = suppressors of FUS proteinopathy in yeast; S. cerevisiae FUS-expressing, growth rescue, OD600, 24 h; Potency, µM (highest dose often 76.6 µM), for inactives: at the top dose growth rescue (activation), most hits filed as activators; 390,000 compounds, 0.24% hits; AID 1347120;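 further: potency means the concentration at half of the fitted maximal effect; plate controls were DMSO vehicle for no effect and reference control for full effect; nearly all actives have a fitted effect of over 55% in size; some results filed as inactive show a strong effect at the top dose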
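Quantitative HTS measuring growth restoration of FUS-toxic yeast. Galactose-induced cells (OD 0.005) were exposed 24hr at 30C to compounds at several concentrations, then absorbance at 600 nm was recorded.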
EPAC2 agonist = agonists of human EPAC2 (RAPGEF4). Q8WZA2. 360,000 compounds, 0.079% hits. Potency, µM (series often up to 154 µM), for the others: at the top dose activation, hits mostly activators. EPAC2 activation, biochemical qHTS; response scale: 100% = 6.5 mM cAMP response; further: potency means the concentration at half of the fitted maximal effect; nearly all actives have a fitted effect of over 50% in size
Target sequence (Q8WZA2 whole entry, looked up): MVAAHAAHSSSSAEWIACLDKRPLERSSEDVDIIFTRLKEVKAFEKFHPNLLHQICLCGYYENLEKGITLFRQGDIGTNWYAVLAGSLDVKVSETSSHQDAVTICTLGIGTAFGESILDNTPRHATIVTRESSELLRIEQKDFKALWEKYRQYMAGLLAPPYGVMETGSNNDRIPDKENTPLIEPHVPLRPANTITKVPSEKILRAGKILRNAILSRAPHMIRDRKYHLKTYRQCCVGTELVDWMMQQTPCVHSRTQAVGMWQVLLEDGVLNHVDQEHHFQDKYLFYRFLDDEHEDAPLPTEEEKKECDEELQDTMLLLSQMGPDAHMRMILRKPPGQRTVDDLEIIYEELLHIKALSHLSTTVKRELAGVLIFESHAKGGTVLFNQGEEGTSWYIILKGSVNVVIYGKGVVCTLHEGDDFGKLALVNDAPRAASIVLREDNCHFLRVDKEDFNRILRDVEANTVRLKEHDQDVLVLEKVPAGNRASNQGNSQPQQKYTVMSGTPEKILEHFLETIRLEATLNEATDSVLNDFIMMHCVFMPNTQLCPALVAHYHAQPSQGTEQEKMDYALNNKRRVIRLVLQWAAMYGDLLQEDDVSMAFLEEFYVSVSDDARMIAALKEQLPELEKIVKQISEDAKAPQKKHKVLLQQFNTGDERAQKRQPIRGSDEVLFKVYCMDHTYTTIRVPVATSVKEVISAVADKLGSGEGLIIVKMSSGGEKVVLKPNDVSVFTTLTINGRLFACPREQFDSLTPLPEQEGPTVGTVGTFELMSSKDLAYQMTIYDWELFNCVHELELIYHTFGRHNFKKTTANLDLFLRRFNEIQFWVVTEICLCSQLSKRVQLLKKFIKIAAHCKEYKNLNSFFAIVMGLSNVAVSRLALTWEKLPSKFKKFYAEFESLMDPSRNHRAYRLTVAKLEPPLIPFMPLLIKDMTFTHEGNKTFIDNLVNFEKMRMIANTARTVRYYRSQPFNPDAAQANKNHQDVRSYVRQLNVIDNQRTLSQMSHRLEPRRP
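Compounds were added across a concentration range to EPAC2 (100 nM), RAP1B-BODIPY-GDP (250 nM) and GDP (50 uM). After 5 min at room temperature, fluorescence was recorded at 5-min intervals for 30 min.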
D3 antag = D3 dopamine receptor (human) antagonism | 360,000 compounds, 2.5% hits | D3R cells, DiscoveRx beta-arrestin luminescence, antagonist mode; hits give low values | P35462 | max response, negative = inhibition, %; in the data active means max response below about -50%; inconclusive means no clear call, values can overlap the other calls; further: on the % scale 0 is the no-effect control and ±100 the full control effect; mostly tested at two doses, the higher about 12 µM
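Cells plated overnight at 1500 cells/well, then exposed to library compounds with dopamine controls for 90 minutes at 37 degrees C. DiscoveRx reagent added for 30–60 minutes at room temperature; luminescence read, quantitative HTS format.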
EPAC2 antag = antagonists of human EPAC2; Q8WZA2; EPAC2 GEF exchange of Rap1B-BODIPY-GDP, fluorescence; Potency, µM (series often up to 114 µM), for inactives: top-dose activity, negative = inhibition, usual class: inhibitors; 360,000 compounds, 0.18% hits; AID 720708; further: potency means the concentration at half of the fitted maximal effect; on the % scale 0 is the no-effect control and ±100 the full control effect; nearly all actives have a fitted effect of over 45% in size; many of its hits are not listed in these tables
D3 ag = agonists of human D3 dopamine receptor. P35462. D3R DiscoveRx beta-arrestin cells, luminescence, 90 min. max activation, %. 410,000 compounds, 0.58% hits. AID 652048; in the data active means max activation above about 30%; further: 0% is about no effect; mostly tested at two doses, the higher about 12 µM
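Cells at 1500/well, incubated overnight, then treated with pinned compounds (dopamine as control) for 90 min at 37 degrees C. DiscoveRx reagent added for 30 - 60 minutes at room temperature; luminescence read.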
Abeta rescue = restores growth of yeast expressing A-beta42 peptide | yeast expressing A-beta42, growth rescue, OD600, 48 h; response scale: 0% DMSO, 100% iron-clioquinol control | Potency, µM (titrated, usually from 46.1 µM), without a hit: at the top dose growth rescue, actives largely listed as activators | 410,000 compounds, 0.063% hits; further: potency means the concentration at half of the fitted maximal effect; nearly all actives have a fitted effect of over 55% in size
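Yeast growth medium received pinned compounds, then yeast cells expressing toxic A-beta were added; plates incubated at 30 C for 48 hr. Growth read as absorbance at 600 nm, normalized to DMSO and equimolar FeCl3 plus clioquinol controls.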
* hit, by the source's call; & = joins results of further samples; [ ] = dose if it differs, or a comment. Unless noted, the call rests on the fitted dose curve; in most records, active means well fitted curve in the direction sought with a large enough effect; inconclusive means small, poorly fitted or top-dose-only effect, or another doubt; inactive means no such curve, though single readings can be large; an effect the other way counts as inactive or inconclusive. Only part of the results is shown; rates above refer to the full screens.

What do the screens show for `CC1CCc2c(sc3nc(C(C)(C)C)nc(N4CCN(C(=O)CCl)CC4)c23)C1` (stereo unspecified)?
aSyn rescue: -71%[inhibitor]; FUS yeast rescue: inconclusive; EPAC2 agonist: -4%; D3 antag: 0; EPAC2 antag: inconclusive; D3 ag: 3; Abeta rescue: 18%

Results for COc1ccc(N2C(=O)CC(NCCNc3ccc([N+](=O)[O-])cn3)C2=O)cc1 (stereo unspecified) ?
aSyn rescue: -1%; TDP-43 yeast inh: 1%; EPAC2 agonist: 8%; D3 antag: 2; EPAC2 antag: 4%; D3 ag: -2; Abeta rescue: -3%

What do the screens show for `O=C(/C=C/c1ccc2c(c1)OCO2)Nc1nc2ccccc2s1`?
aSyn rescue: -9%; TDP-43 yeast inh: -5%; EPAC2 agonist: 0%; D3 antag: -22; EPAC2 antag: -7%; D3 ag: 2; Abeta rescue: 15%

How did COc1ccc(/C=N/NC(=S)NCC2CCCO2)cc1 (stereo unspecified) do in these assays?
aSyn rescue: 1%; TDP-43 yeast inh: 0%; FUS yeast rescue: 9%; EPAC2 agonist: 6%; D3 antag: -3; EPAC2 antag: 4%; D3 ag: 3; Abeta rescue: inconclusive

How did COc1ccc2[nH]c(=O)c(CN(C(=O)NC3CCCCC3)C3CCCC3)cc2c1 do in these assays?
aSyn rescue: 0%; TDP-43 yeast inh: 0%; FUS yeast rescue: 26%; EPAC2 agonist: -3%; D3 antag: -13; EPAC2 antag: 16%; D3 ag: 5; Abeta rescue: -4%

What do the screens show for `CCCNC(=O)c1onc(CSc2cccc(OC)c2)c1C(=O)NCCC`?
aSyn rescue: -2%; TDP-43 yeast inh: 16%; FUS yeast rescue: -4%; EPAC2 agonist: 21%; D3 antag: 2; EPAC2 antag: -4%; D3 ag: 0; Abeta rescue: 20%

How did O=C(CSc1nnc2ccc(-c3ccncc3)nn12)c1cccs1 do in these assays?
aSyn rescue: -1%; TDP-43 yeast inh: -2%; FUS yeast rescue: 37%; EPAC2 agonist: 12%; D3 antag: 6; EPAC2 antag: -4%; D3 ag: -8; Abeta rescue: -11%

How did CC(=O)c1ccc(OC(=O)C2c3ccccc3Oc3ccccc32)cc1 do in these assays?
aSyn rescue: -2%; TDP-43 yeast inh: 28%; FUS yeast rescue: 11%; EPAC2 agonist: 2%; D3 antag: -27; EPAC2 antag: -3%; D3 ag: -1; Abeta rescue: 8%

What do the screens show for `COCc1cc(C)nc(SCC(=O)NCc2ccco2)c1C#N`?
aSyn rescue: -5%; TDP-43 yeast inh: 6%; FUS yeast rescue: 21%; EPAC2 agonist: 0%; D3 antag: 10; EPAC2 antag: 3%; D3 ag: -4; Abeta rescue: -9%

Results for CCCOC(=O)c1ccc(Oc2cn[nH]c2-c2ccc(OCC)cc2O)cc1 ?
aSyn rescue: -41%[inhibitor]; TDP-43 yeast inh: -88%[inhibitor]; FUS yeast rescue: 51%; EPAC2 agonist: 7%; D3 antag: 9; EPAC2 antag: -3%; D3 ag: 2; Abeta rescue: -94%[inhibitor]

How did COc1ccccc1CCC(=O)NNC(=O)Cn1nc(C)cc1C do in these assays?
aSyn rescue: 2%; TDP-43 yeast inh: 13%; FUS yeast rescue: -44%; EPAC2 agonist: 5%; D3 antag: 10; EPAC2 antag: -9%; D3 ag: 2; Abeta rescue: 1%

How did COc1ccccc1N1CCN(C(=O)c2ccc(N3CCCCS3(=O)=O)cc2)CC1 do in these assays?
aSyn rescue: -10%; TDP-43 yeast inh: 4%; FUS yeast rescue: -5%; EPAC2 agonist: 12%; D3 antag: 5; EPAC2 antag: 0%; D3 ag: 3; Abeta rescue: 2%

How did CN(C)CC1CCCCC1OC(=O)/C=C/c1ccccc1 (stereo unspecified) do in these assays?
aSyn rescue: -4%; TDP-43 yeast inh: 16%; FUS yeast rescue: -12%; EPAC2 agonist: 9%; D3 antag: 5; EPAC2 antag: 4%; D3 ag: 4; Abeta rescue: -5%

Results for CC(C)c1ccc(C2(C)NC(=O)N(CC(=O)NCC3COc4ccccc4O3)C2=O)cc1 (stereo unspecified) ?
aSyn rescue: -2%; TDP-43 yeast inh: 2%; EPAC2 agonist: -6%; D3 antag: -11; EPAC2 antag: -3%; D3 ag: 4; Abeta rescue: 0%

How did Cc1csc(NC(=O)c2ccc(Br)s2)n1 do in these assays?
aSyn rescue: -19%; TDP-43 yeast inh: inconclusive; FUS yeast rescue: 24%; EPAC2 agonist: 7%; D3 antag: 0; EPAC2 antag: 8%; D3 ag: 8; Abeta rescue: 13%

How did Cc1ccc(C)c(S(=O)(=O)N2CCCOC2CNC(=O)C(=O)NCc2ccccn2)c1 (stereo unspecified) do in these assays?
aSyn rescue: -7%; TDP-43 yeast inh: -30%; FUS yeast rescue: 14%; EPAC2 agonist: -6%; D3 antag: 0; EPAC2 antag: -4%; D3 ag: -3; Abeta rescue: 7%

How did COc1ccc(-c2noc(CCC(=O)NC3CCCCCC3)n2)cc1 do in these assays?
aSyn rescue: 10%; TDP-43 yeast inh: 20%; FUS yeast rescue: 12%; EPAC2 agonist: 3%; D3 antag: -1; EPAC2 antag: -5%; D3 ag: 6; Abeta rescue: -14%

How did S=C(NCCN1CCOCC1)N/N=C/c1ccccc1 do in these assays?
aSyn rescue: 1%; TDP-43 yeast inh: 11%; FUS yeast rescue: 12%; EPAC2 agonist: -4%; D3 antag: 18; EPAC2 antag: 4%; D3 ag: 4; Abeta rescue: 16%

How did CC(C)CCNC(=O)C(=O)Nc1c2c(nn1-c1ccc(Cl)cc1)CSC2 do in these assays?
TDP-43 yeast inh: 19%; FUS yeast rescue: -9%; D3 ag: 2; Abeta rescue: 5%

Results for Cc1cc(C)cc(N(CC(=O)NCc2ccco2)S(=O)(=O)c2ccccc2)c1 ?
aSyn rescue: 1%; TDP-43 yeast inh: 11%; FUS yeast rescue: -2%; EPAC2 agonist: 9%; D3 antag: -17; EPAC2 antag: -4%; D3 ag: -6; Abeta rescue: -3%

What do the screens show for `CC(=O)O/C(=C\c1cn(C(C)=O)c2ccccc12)C(=O)O`?
aSyn rescue: -8%; TDP-43 yeast inh: 4%; FUS yeast rescue: -21%; EPAC2 agonist: 11%; D3 antag: -2; EPAC2 antag: 11%; D3 ag: 3; Abeta rescue: -12%

How did O=c1sc(/C=N/Nc2ccccc2)c(Cl)n1Cc1ccccc1 do in these assays?
aSyn rescue: 4%; TDP-43 yeast inh: 17%; FUS yeast rescue: 12%; EPAC2 agonist: 11%; D3 antag: -11; EPAC2 antag: 5%; D3 ag: -7; Abeta rescue: -4%

Results for Cc1ccc(S(=O)(=O)NCCCNc2ccc([N+](=O)[O-])cc2)cc1 ?
aSyn rescue: 22%; TDP-43 yeast inh: 11%; FUS yeast rescue: -1%; EPAC2 agonist: 4%; D3 antag: 0; EPAC2 antag: -10%; D3 ag: 12; Abeta rescue: -5%

Results for CCOc1ccc(NC(=O)CNC(=O)COc2ccccc2)cc1 ?
aSyn rescue: 1%; TDP-43 yeast inh: 8%; EPAC2 agonist: 1%; D3 antag: 4; EPAC2 antag: -2%; D3 ag: 3; Abeta rescue: 18%

Results for CCc1ccc(NC(=O)c2sc(-n3nc(C)c(Cc4ccc(OC)cc4)c3C)nc2C)cc1 ?
TDP-43 yeast inh: 3%; FUS yeast rescue: 5%; D3 ag: -7; Abeta rescue: -19%

Results for COC(=O)c1c(NC(=O)CN2C(=O)C(=O)N(CC(C)C)C2=O)sc2c1CCCCC2 ?
aSyn rescue: 8%; TDP-43 yeast inh: 16%; FUS yeast rescue: inconclusive; EPAC2 agonist: -1%; D3 antag: 19; EPAC2 antag: 1%; D3 ag: 6; Abeta rescue: 13%

How did Cc1cc2occ(CC(=O)NC3=NCCS3)c2cc1C(C)C do in these assays?
aSyn rescue: -1%; TDP-43 yeast inh: inconclusive; FUS yeast rescue: 16%; EPAC2 agonist: 0%; D3 antag: -25; EPAC2 antag: -4%; D3 ag: -20; Abeta rescue: -7%

What do the screens show for `Cc1ccc(S(=O)(=O)c2cn(C)c3cc(N4CCN(C)CC4)c(F)cc3c2=O)cc1`?
aSyn rescue: 0%; TDP-43 yeast inh: 2%&21%; FUS yeast rescue: -10%&-20%; EPAC2 agonist: 0%; D3 antag: -8; EPAC2 antag: -6%; D3 ag: 0&-3; Abeta rescue: 1%&-5%

Results for Cc1ccc(OCC(=O)Nc2cc(-c3nc4ccccc4[nH]3)ccc2C)c(C)c1 ?
aSyn rescue: -36%[inhibitor]; TDP-43 yeast inh: -13%; FUS yeast rescue: -9%; D3 ag: 3; Abeta rescue: -43%[inhibitor]

What do the screens show for `COc1cccc(OC)c1C(=O)Nc1nc(COc2ccccc2)cs1`?
aSyn rescue: 0%; TDP-43 yeast inh: 1%; FUS yeast rescue: 5%; EPAC2 agonist: 9%; D3 antag: 19; EPAC2 antag: 0%; D3 ag: 2; Abeta rescue: 0%

How did COc1ccc(CCN(C)C(=O)c2ccc(S(=O)(=O)Nc3ccccc3C)cc2)cc1OC do in these assays?
aSyn rescue: -4%; TDP-43 yeast inh: -1%; FUS yeast rescue: 16%; EPAC2 agonist: 10%; D3 antag: -11; EPAC2 antag: -4%; D3 ag: -1; Abeta rescue: 1%

How did COc1ccc(/C=C2\SC(=S)N(NS(=O)(=O)c3ccc(C)cc3)C2=O)c(OC)c1 do in these assays?
aSyn rescue: 0%; TDP-43 yeast inh: -10%; FUS yeast rescue: 7%; EPAC2 agonist: -18%; D3 antag: 8; EPAC2 antag: -13%; D3 ag: 5; Abeta rescue: -4%

How did Cc1cc(C)nc(NNC(=O)NC2CCCCC2)n1 do in these assays?
aSyn rescue: 7%; TDP-43 yeast inh: 16%; FUS yeast rescue: -4%; EPAC2 agonist: 5%; D3 antag: 0; EPAC2 antag: 4%; D3 ag: 0; Abeta rescue: -15%

What do the screens show for `CON/C=C(\C=Nc1ccc(Cl)cc1Cl)c1ncc(C(F)(F)F)cc1Cl`?
aSyn rescue: 1%; TDP-43 yeast inh: 1%; FUS yeast rescue: -12%; EPAC2 agonist: -9%; D3 antag: -15; EPAC2 antag: 6%; D3 ag: 4; Abeta rescue: 21%

Results for Cc1ccc(-n2c(-c3ccncc3)n[nH]c2=S)cc1C ?
aSyn rescue: 3%; TDP-43 yeast inh: 4%; FUS yeast rescue: 9%; EPAC2 agonist: 4%; D3 antag: -11; EPAC2 antag: -1%; D3 ag: 3; Abeta rescue: 10%

Source: PubChem
